G9a inh = blocks human histone lysine methyltransferase G9a; Q96KQ7; G9a H3K9 monomethylation, AlphaScreen, 2 h; 8.8% of 350,000 active; Potency, µM (series often up to 102 µM), for the others: top-dose activity, negative = inhibition, most hits filed as inhibitors; further: on the % scale 0 is the no-effect control and ±100 the full control effect; nearly all actives have a fitted effect of over 75% in size
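Compounds were preincubated with 20 nM G9a for 15 min, after which biotinylated H3K9 peptide (500 nM) and SAM (20 uM) started a 2 h room-temperature reaction. Monomethylated product was quantified by antibody-based AlphaScreen chemiluminescence.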
JMJD2A Tudor inh = JMJD2A Tudor domain (human) inhibition; O75164; AlphaScreen JMJD2A-Tudor / H3K4me3 peptide binding; Potency, µM (highest dose often 114 µM), for inactives: at the highest dose activity change, negative = inhibition, most hits filed as inhibitors; 4.4% of 390,000 active; AID 504339; further: on the % scale 0 is the no-effect control and ±100 the full control effect; nearly all actives have a fitted effect of over 50% in size
Pin1 inh = human Pin1 inhibition | Q13526 | Potency, µM (highest dose often 115 µM), without a hit: at the highest dose activity, negative = inhibition, most hits filed as inhibitors | Pin1 FP peptide displacement, HiFluor488, 10 min | 0.009% of 390,000 active; active means well fitted inhibition curve with a large enough effect in the polarisation, with a control signal flat, not every such curve was filed as active; inconclusive means small, poorly fitted or top-dose-only effect, or effect the other way, or a change in a side signal; inactive means no such curve, though single readings can be large or run the other way; the % refers to the polarisation; further: on the % scale 0 is the no-effect control and ±100 the full control effect
POLI inh = DNA polymerase iota (human) inhibition; Q9UNA4; Pol iota fluorescent replication assay, 10 min; Potency, µM (titrated, usually from 115 µM), for inactives: at the highest dose activity, negative = inhibition, usual class: inhibitors; 1% of 390,000 active; AID 588590
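Fluorescent replication assay read twice, at 0 min and 10 min after adding 50 nM (final) substrate. Enzyme (10 nM) and compounds were first incubated 15 min at room temperature; enzyme-free buffer wells were negative controls.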
BAZ2B inh = inhibitors of human BAZ2B bromodomain; Q9UIF8; AlphaScreen BAZ2B-H3K14Ac peptide displacement; Potency, µM (titrated, usually from 114 µM), for inactives: at the top dose activity change, negative = inhibition, most hits filed as inhibitors; 4.4% of 360,000 active; further: on the % scale 0 is the no-effect control and ±100 the full control effect; nearly all actives have a fitted effect of over 60% in size
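AlphaScreen luminescence quantifies BAZ2B engagement of H3K14Ac peptide; the protein and biotinylated peptide are both at 50 nM final, buffer PBS pH 7.4 with 0.01% Tween-20, all steps at room temperature.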
BLM inh = Bloom syndrome helicase (human) inhibition; P54132; AID 2528; 0.2% of 350,000 active; recombinant BLM DNA unwinding, fluorescence dequenching; Potency, µM (highest dose often 56.1 µM), for inactives: top-dose activity change, negative = inhibition, usual class: inhibitors;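 further: plate controls were vehicle for no effect and no enzyme for full effect; nearly all actives have a fitted effect of over 35% in size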
Target sequence (P54132 whole entry, looked up): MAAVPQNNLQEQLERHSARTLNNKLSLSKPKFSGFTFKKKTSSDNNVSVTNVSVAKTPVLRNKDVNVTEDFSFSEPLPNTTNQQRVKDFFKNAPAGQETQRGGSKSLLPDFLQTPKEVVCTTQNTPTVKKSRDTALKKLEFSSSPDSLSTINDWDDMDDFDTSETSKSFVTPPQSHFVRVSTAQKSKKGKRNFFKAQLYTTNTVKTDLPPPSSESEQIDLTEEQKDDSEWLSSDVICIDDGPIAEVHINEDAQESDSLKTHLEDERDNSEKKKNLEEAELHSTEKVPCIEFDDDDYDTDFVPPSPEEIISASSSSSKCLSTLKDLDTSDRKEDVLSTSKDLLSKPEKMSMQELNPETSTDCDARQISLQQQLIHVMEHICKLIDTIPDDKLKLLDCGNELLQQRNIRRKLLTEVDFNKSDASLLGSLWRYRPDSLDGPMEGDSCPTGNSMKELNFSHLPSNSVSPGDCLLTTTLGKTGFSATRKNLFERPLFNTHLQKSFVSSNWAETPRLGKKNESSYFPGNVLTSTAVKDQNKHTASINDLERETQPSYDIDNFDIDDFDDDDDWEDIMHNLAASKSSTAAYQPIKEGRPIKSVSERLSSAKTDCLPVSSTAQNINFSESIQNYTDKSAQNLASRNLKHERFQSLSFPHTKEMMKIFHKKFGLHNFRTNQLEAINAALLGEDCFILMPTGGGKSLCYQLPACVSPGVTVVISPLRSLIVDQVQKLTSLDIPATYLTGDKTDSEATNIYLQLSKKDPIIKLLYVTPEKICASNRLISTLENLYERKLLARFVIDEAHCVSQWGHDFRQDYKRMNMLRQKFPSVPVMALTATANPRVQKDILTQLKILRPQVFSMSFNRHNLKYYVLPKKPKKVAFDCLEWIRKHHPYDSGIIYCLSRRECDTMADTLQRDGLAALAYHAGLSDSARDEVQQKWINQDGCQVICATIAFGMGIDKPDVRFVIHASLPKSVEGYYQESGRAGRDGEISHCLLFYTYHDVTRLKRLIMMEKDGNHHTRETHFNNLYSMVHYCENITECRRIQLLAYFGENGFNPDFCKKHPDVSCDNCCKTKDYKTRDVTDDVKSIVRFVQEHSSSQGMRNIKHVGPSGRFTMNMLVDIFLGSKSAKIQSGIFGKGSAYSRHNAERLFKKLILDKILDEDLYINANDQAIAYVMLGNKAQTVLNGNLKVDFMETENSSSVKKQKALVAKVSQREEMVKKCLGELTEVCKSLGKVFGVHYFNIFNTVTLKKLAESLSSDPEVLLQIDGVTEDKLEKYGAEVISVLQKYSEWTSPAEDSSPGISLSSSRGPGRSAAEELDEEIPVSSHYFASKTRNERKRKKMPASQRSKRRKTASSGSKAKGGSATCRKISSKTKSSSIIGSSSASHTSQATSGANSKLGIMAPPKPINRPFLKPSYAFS
* hit, by the source's call; ? = inconclusive; · = not tested or not shown; & = joins results of further samples; ! = repeats disagree; [ ] = remark or other dose. Unless noted, the call rests on the fitted dose curve; in most records, active means well fitted curve in the direction sought with a large enough effect; inconclusive means small, poorly fitted or top-dose-only effect, or another doubt; inactive means no such curve, though single readings can be large; an effect the other way counts as inactive or inconclusive. Potency means the concentration at half of the fitted maximal effect. An excerpt; count on the stated rates, not on these rows.

SMILES	G9a inh	JMJD2A Tudor inh	Pin1 inh	POLI inh	BAZ2B inh	BLM inh
Cc1sc2ncnc(Sc3nnc4sc5ccccc5n34)c2c1C	-16%[59 µM]	·	·	·	1%	-3%
Cc1cc(C)c2nc3s/c(=C/c4ccc5c(c4)n(C)c(=O)n5C)c(=O)n3c2c1	?	·	·	·	?	-2%
C/C(=N\NC(=O)C1CC1)c1ccc(NC(=O)c2ccc(Br)o2)cc1	-2%[59 µM]	·	·	·	-3%	-8%
COc1ccc(-n2c(C)nc3sc4c(c3c2=O)CCCC4)cc1	-24%	·	·	·	-27%	-5%
COC/C=C/C1=CC2=CC(=O)C(C)(OC(=O)c3cnc4ccccc4n3)C(=O)C2=CN1C1CCCCC1 (configuration not stated)	40µM*	·	·	·	?	-21%
Cc1ccc(C2/C(=C(/O)c3cnn(-c4ccccc4)c3C)C(=O)C(=O)N2CCCN2CCOCC2)o1 (configuration not stated)	10%[12.7 µM]	·	·	·	79µM*	-4%
COc1ccc2c(c1)O[C@H](c1ccc3c(c1)OCO3)[C@@H](OC(=O)Nc1cc(OC)c(OC)c(OC)c1)C2=O	50µM*	·	·	·	?	-8%&-4%
c1ccc(-c2ccc(-c3nccc4ccccc34)[nH]2)cc1	?	·	·	·	?	-13%
COc1cccc(OC)c1C1=Nn2c(nnc2-c2ccccc2O)SC1	·	-12%	1%	·	·	0%
COc1ccc(-c2nnc3n2N=C(c2cc(OC)ccc2OC)CS3)c(OC)c1	·	-9%	-4%	·	·	0%
CCOc1ccccc1-c1nnc2n1N=C(c1c(OC)cccc1OC)CS2	·	-9%	-3%	·	·	3%
CN1CCc2ccc3c4c2[C@]1(C)Cc1cccc(c1-4)OCO3	·	-34%	?	·	·	-1%
COc1cc(OC)cc(C2=Nn3c(nnc3-c3cccc(OC)c3)SC2)c1	·	-23%	36%[activator]	·	·	-2%
COc1ccc(-c2nnc3n2N=C(c2c(OC)cccc2OC)CS3)c(OC)c1	·	-10%	-4%	·	·	-3%
Cc1ccc(CNc2ncnc3ccc(-c4c(C)noc4C)cc23)o1	·	?	-19%	·	·	6%
COc1cccc(C2=Nn3c(nnc3-c3cccc(OC)c3)SC2)c1	·	-8%	16%	·	·	3%
COc1cc(OC)cc(-c2nnc3n2N=C(c2c(OC)cccc2OC)CS3)c1	·	?	31%[activator]	·	·	0%
COc1ccc(OC)c(C2=Nn3c(nnc3-c3cccc(OC)c3OC)SC2)c1	·	-16%	-3%	·	·	2%
COc1cc(OC)cc(-c2nnc3n2N=C(c2cc(OC)ccc2OC)CS3)c1	·	-29%	-16%	·	·	5%
Cc1noc(C)c1-c1ccc2ncnc(NCc3ccc(F)cc3)c2c1	·	-18%	5%	·	·	-7%
COc1cccc(C2=Nn3c(nnc3-c3cc(OC)ccc3OC)SC2)c1	·	-34%	1%	·	·	-11%
Cc1ccc(S(=O)(=O)Nc2cc(S(=O)(=O)c3ccc(C)cc3)c(O)c3cccnc23)cc1	·	-19%	-1%	·	·	-10%
COc1ccc(OC)c(C2=Nn3c(nnc3-c3cc(OC)ccc3OC)SC2)c1	·	?	0%	·	·	4%
Nc1ccc(S(=O)(=O)Nc2cccc3cccnc23)cc1	·	-12%	3%	·	·	-22%
N#Cc1nc(Nc2ccccc2)nc(NC2CCCCC2)n1	·	-1%	-1%	·	·	-15%

Arranged by SMILES length (low to high): three of the compounds above
SMILES	G9a inh	JMJD2A Tudor inh	Pin1 inh	POLI inh	BAZ2B inh	BLM inh
Nc1ccc(S(=O)(=O)Nc2cccc3cccnc23)cc1	·	-12%	3%	·	·	-22%
CN1CCc2ccc3c4c2[C@]1(C)Cc1cccc(c1-4)OCO3	·	-34%	?	·	·	-1%
COc1ccc(-c2nnc3n2N=C(c2c(OC)cccc2OC)CS3)c(OC)c1	·	-10%	-4%	·	·	-3%

Further records:
SMILES	G9a inh	JMJD2A Tudor inh	Pin1 inh	POLI inh	BAZ2B inh	BLM inh
CCC(Nc1ncnc2ccc(-c3c(C)noc3C)cc12)c1ccccc1 (configuration not stated)	·	-33%	?	·	·	-8%
O=S(=O)(Nc1cccc2cccnc12)c1ccc(Br)cc1	·	16%	1%	·	·	-10%
O=C(O)c1ccc(S(=O)(=O)N[C@H](Cc2ccccc2)C(=O)O)cc1	·	1%	-10%	·	·	0%
COc1cccc(-c2nnc3n2N=C(c2c(OC)cccc2OC)CS3)c1	·	-19%	1%	·	·	3%
COc1ccc(C2=Nn3c(nnc3-c3ccc(OC)cc3OC)SC2)cc1	·	-24%	0%	·	·	2%
Cc1noc(C)c1-c1ccc2ncnc(NCc3ccccc3F)c2c1	·	-10%	-4%	·	·	-1%
Cc1noc(C)c1-c1ccc2ncnc(NCc3ccccc3Cl)c2c1	·	-23%	-2%	·	·	1%
N#Cc1nc(NCCCCO)nc(Nc2ccccc2)n1	·	-9%	-1%	·	·	-3%
CC1C(=O)N(C)C(=O)c2nc[nH]c21 (configuration not stated)	15%[12.7 µM]	·	·	-2%[58.9 µM]	·	·
COc1cc2c(cc1O)CCC1C2CC[C@]2(C)[C@@H](O)CC[C@@H]12 (some centres not stated)	40µM*	·	·	6%[58.9 µM]	·	·
CN1CCc2c(cc(O)c(O)c2Cl)C(c2cccc(Cl)c2)C1 (configuration not stated)	8.9µM*	·	·	?	·	·
Cc1ccc2c(c1)C(N1CCN(C)CC1)=Nc1cccnc1N2	?	·	·	-2%[58.9 µM]	·	·
COc1ccc2c(c1)c(CC(=O)O)c(C)n2Cc1ccc(F)cc1	22%[12.7 µM]	·	·	-4%[58.9 µM]	·	·
CC(C)CN(C)c1nc(N)c(C(=O)N=C(N)N)nc1Cl	16%[12.7 µM]	·	·	9%[58.9 µM]	·	·
O=C(O)CC[C@H](NC(=O)c1ccccc1C(=O)O)C(=O)O	29%[12.7 µM]	·	·	9%[58.9 µM]	·	·
N=C(N)SCCc1ccc(CCSC(=N)N)cc1	8%[59 µM]	·	·	-4%[58.9 µM]	·	·
CC(=O)N[C@H](C(=O)O)C(C)(C)SN=O	7%[12.7 µM]	·	·	1%[58.9 µM]	·	·
C[C@@]1(C2CCCC2)Cc2cc(OCC(=O)O)c(Cl)c(Cl)c2C1=O	15%&9%[59 µM]	·	·	-3%[58.9 µM]	·	·
CC(C)=CCC/C(C)=C/CC/C(C)=C/CSc1ccccc1C(=O)O	23%[12.7 µM]	·	·	25µM*	·	·
CN(C)c1cc2c(Nc3ccc4c(cnn4Cc4ccccc4)c3)ncnc2cn1	32%[activator][12.7 µM]	·	·	-9%[58.9 µM]	·	·
CC(C)C[C@H](NC(=O)C1OC1C(=O)O)C(=O)NCCCCN=C(N)N (some centres not stated)	-1%[59 µM]	·	·	5%[58.9 µM]	·	·
Nc1ncnc2c1nc(Br)n2C1O[C@H]2COP(=O)(O)O[C@@H]2C1O (some centres not stated)	24%[12.7 µM]	·	·	2%[58.9 µM]	·	·
CCCCS(=N)(=O)CC[C@H](N)C(=O)O (some centres not stated)	10µM*!	·	·	-15%[58.9 µM]	·	·
CSC(N)=NCCC[C@H](N)C(=O)O	34%[activator][59 µM]	·	·	10%[58.9 µM]	·	·
CN1CCc2cc(Cl)c(O)cc2C(c2ccccc2)C1 (configuration not stated)	29%[12.7 µM]	·	·	2%[58.9 µM]	·	·

Whole records, quoted from the list:
Record of Cc1noc(C)c1-c1ccc2ncnc(NCc3ccc(F)cc3)c2c1 : G9a inh = ·; JMJD2A Tudor inh = -18%; Pin1 inh = 5%; POLI inh = ·; BAZ2B inh = ·; BLM inh = -7%
Record of Cc1cc(C)c2nc3s/c(=C/c4ccc5c(c4)n(C)c(=O)n5C)c(=O)n3c2c1 : G9a inh = ?; JMJD2A Tudor inh = ·; Pin1 inh = ·; POLI inh = ·; BAZ2B inh = ?; BLM inh = -2%
Record of CC(=O)N[C@H](C(=O)O)C(C)(C)SN=O : G9a inh = 7%[12.7 µM]; JMJD2A Tudor inh = ·; Pin1 inh = ·; POLI inh = 1%[58.9 µM]; BAZ2B inh = ·; BLM inh = ·

Some of these compounds in order of their number in JMJD2A Tudor inh, rising:
SMILES	G9a inh	JMJD2A Tudor inh	Pin1 inh	POLI inh	BAZ2B inh	BLM inh
COc1cccc(-c2nnc3n2N=C(c2c(OC)cccc2OC)CS3)c1	·	-19%	1%	·	·	3%
Cc1noc(C)c1-c1ccc2ncnc(NCc3ccccc3F)c2c1	·	-10%	-4%	·	·	-1%
N#Cc1nc(NCCCCO)nc(Nc2ccccc2)n1	·	-9%	-1%	·	·	-3%

3 records picked at random from those above, as already listed:
SMILES	G9a inh	JMJD2A Tudor inh	Pin1 inh	POLI inh	BAZ2B inh	BLM inh
COc1cc(OC)cc(-c2nnc3n2N=C(c2cc(OC)ccc2OC)CS3)c1	·	-29%	-16%	·	·	5%
N#Cc1nc(Nc2ccccc2)nc(NC2CCCCC2)n1	·	-1%	-1%	·	·	-15%
Cc1sc2ncnc(Sc3nnc4sc5ccccc5n34)c2c1C	-16%[59 µM]	·	·	·	1%	-3%

Further structures
SMILES	G9a inh	JMJD2A Tudor inh	Pin1 inh	POLI inh	BAZ2B inh	BLM inh
NCCCCCCCCCCN	67%[activator][59 µM]	·	·	?	·	·
CC[C@@H](C)[C@H]1O[C@]2(CC[C@@H]1C)C[C@@H]1C[C@@H](C/C=C(\C)[C@@H](O[C@H]3C[C@H](OC)[C@@H](O[C@H]4C[C@H](OC)[C@@H](O)[C@H](C)O4)[C@H](C)O3)[C@@H](C)/C=C/C=C3\CO[C@@H]4[C@H](O)C(C)=C[C@@H](C(=O)O1)[C@]34O)O2	21%[12.7 µM]	·	·	?	·	·
O=C(O)C1CN(CCCP(=O)(O)O)CCN1 (configuration not stated)	?	·	·	-1%[58.9 µM]	·	·
COC1=C(OC)C(=O)c2ccccc2C1=O	20µM*!	·	·	22µM*	·	·
NC(=S)NCCCC(N)C(=O)O (configuration not stated)	8.9µM*	·	·	7%[58.9 µM]	·	·
N[C@@H](CCCC(=O)O)C(=O)O	?	·	·	-5%[58.9 µM]	·	·
NC(=O)c1cc[n+](CC2=C(C(=O)O)N3C(=O)[C@@H](NC(=O)[C@@H](c4ccccc4)S(=O)(=O)[O-])[C@H]3SC2)cc1	3.8µM*	·	·	14µM*	·	·
N=C1Sc2ccccc2C2=NCCCN12	0.11µM*	·	·	7%[58.9 µM]	·	·
COc1ccc2c(c1)c(CC(=O)O)c(C)n2Cc1ccc(Cl)cc1	38%[activator][12.7 µM]	·	·	3%[58.9 µM]	·	·
Nc1nc(Cl)nc2c1ncn2[C@@H]1O[C@H](COP(=O)(O)OP(=O)(O)OP(=O)(O)O)[C@H](O)[C@H]1O	16%[12.7 µM]	·	·	-3%[58.9 µM]	·	·
N#Cc1c(-c2ccccc2)no[n+]1[O-]	22%[12.7 µM]	·	·	1%[58.9 µM]	·	·
Nc1c(S(=O)(=O)O)cc(Nc2ccc(Nc3nc(Cl)nc(Nc4ccc(S(=O)(=O)O)cc4)n3)c(S(=O)(=O)O)c2)c2c1C(=O)c1ccccc1C2=O	1µM*	·	·	1.6µM*	·	·
OC[C@H]1O[C@@H](n2cnc3c(NCCc4ccccc4)ncnc32)[C@H](O)[C@H]1O	61%[activator][12.7 µM]	·	·	0%[58.9 µM]	·	·
CC(=O)/C(C)=N/O	?	·	·	7%[58.9 µM]	·	·
Cc1cccc(/C=C/c2ccccc2)n1	5%[59 µM]	·	·	-9%[58.9 µM]	·	·
CCCCCCCCCCCCCCCCCC(=O)OC(CC(=O)O)C[N+](C)(C)C (configuration not stated)	17µM*!	·	·	-5%[58.9 µM]	·	·
COc1cc2nc(N3CCN(C(=O)OCc4ccccc4)C(C(=O)NC(C)(C)C)C3)nc(N)c2cc1OC (configuration not stated)	5.6µM*!	·	·	-2%[58.9 µM]	·	·

From PubChem BioAssay
